EPAC2 agonist – agonists of human EPAC2 (RAPGEF4) | Q8WZA2 | EPAC2 activation, biochemical qHTS; response scale: 100% = 6.5 mM cAMP response | Potency, µM (highest dose often 154 µM), for inactives: at the highest dose activation, actives largely listed as activators | 360,000 compounds, 0.079% hits; also: potency is read from the fitted curve at half-maximal effect; nearly all actives have a fitted effect of over 50% in size
Target sequence (Q8WZA2 whole entry, looked up): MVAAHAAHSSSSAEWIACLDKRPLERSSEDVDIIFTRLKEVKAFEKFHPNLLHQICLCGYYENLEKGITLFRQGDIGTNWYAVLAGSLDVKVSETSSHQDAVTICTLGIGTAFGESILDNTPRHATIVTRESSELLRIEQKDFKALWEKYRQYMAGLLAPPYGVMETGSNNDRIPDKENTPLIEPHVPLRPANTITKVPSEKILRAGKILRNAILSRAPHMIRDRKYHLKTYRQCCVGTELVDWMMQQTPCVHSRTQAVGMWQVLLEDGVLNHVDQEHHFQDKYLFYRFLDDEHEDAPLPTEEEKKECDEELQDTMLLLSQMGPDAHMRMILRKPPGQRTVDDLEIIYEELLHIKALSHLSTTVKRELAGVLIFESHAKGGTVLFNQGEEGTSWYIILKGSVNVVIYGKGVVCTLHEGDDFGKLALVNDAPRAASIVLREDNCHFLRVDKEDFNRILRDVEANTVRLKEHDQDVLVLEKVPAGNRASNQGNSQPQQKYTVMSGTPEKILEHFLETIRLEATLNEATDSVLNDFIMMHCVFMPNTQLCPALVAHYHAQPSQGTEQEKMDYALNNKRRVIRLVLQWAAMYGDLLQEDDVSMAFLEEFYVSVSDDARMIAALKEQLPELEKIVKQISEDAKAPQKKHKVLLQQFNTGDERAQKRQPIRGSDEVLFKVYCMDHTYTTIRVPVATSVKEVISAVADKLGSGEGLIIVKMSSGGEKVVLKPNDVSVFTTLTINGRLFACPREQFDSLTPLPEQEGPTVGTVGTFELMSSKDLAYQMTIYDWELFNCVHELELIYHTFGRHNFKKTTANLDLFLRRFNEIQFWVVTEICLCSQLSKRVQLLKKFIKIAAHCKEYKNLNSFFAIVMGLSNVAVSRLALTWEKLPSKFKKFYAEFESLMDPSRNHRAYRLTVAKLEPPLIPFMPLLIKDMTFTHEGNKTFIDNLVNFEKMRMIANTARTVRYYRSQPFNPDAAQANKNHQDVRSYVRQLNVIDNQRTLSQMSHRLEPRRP
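Fluorescence exchange assay: 100 nM EPAC2 with 250 nM RAP1B-BODIPY-GDP and 50 uM GDP; compounds tested as a concentration-titration series (qHTS). Loss of Rap1-bound BODIPY-GDP fluorescence read at 480/540 nm; data normalized to 6.5 mM cAMP.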
TGFb inhibitor – blocks TGF-b signaling; HepG2 CAGA-GFP TGF-b/SMAD3 reporter, GFP fluorescence, 18 h; TGF-beta stimulated, 500 pg/mL final; Potency, µM (titrated, usually from 46.1 µM), for inactives: at the top dose activity, negative = inhibition, hits mostly inhibitors; 410,000 compounds, 1.2% hits; AID 588855; also: potency is read from the fitted curve at half-maximal effect; % is scaled to controls: 0 for no effect and ±100 for the full control effect; nearly all actives have a fitted effect of over 65% in size
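Inhibition of TGF-beta-driven CAGA-GFP reporter expression in HEPG2 cells is measured by cellular GFP fluorescence after 18 h stimulation with 500 pg/mL recombinant TGF-beta in 1% FBS medium at 37 degrees C.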
A549 viability – A549 cytotoxicity, counter-screen for Nrf2 inhibitors | A549 ARE-Fluc cells, CellTiter-Fluor viability, 18-24 h | 390,000 compounds, 0.16% hits | Potency, µM (top dose mostly 46 µM), without a hit: at the highest dose activity change, negative = cytotoxicity, hits mostly inhibitors; also: potency is read from the fitted curve at half-maximal effect; % is scaled to controls: 0 for no effect and ±100 for the full control effect
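A549 ARE-Fluc cells in 5% FBS OPTI-MEM, 5000 cells/well, rested 2 h then exposed to compounds in concentration-response for 18-24 h at 37 °C. Viability by CellTiter-Fluor fluorescence (Ex 405/Em 525) after 30 min; luciferase luminescence (BugLite, 15 min, RT) read afterwards.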
Nrf2 ARE act – Nrf2 pathway activation; AREc32 ARE-luciferase reporter (MCF7-derived line), luminescence, 24 h; Potency, µM (top dose mostly 46.1 µM), for inactives: at the top dose activation, actives largely listed as activators; 410,000 compounds, 0.31% hits; AID 624171; also: potency is read from the fitted curve at half-maximal effect; % of control where 0% means no effect; nearly all actives have a fitted effect of over 65% in size
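ARE-driven firefly luciferase activity in AREc32 cells measured after a 24 hr compound exposure at 37 deg C, using Steady-Glo reagent and a 30 min room-temperature hold.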
HepG2 viability – counter-screen for TGF-b inhibitors: cytotoxicity in HepG2 cells. HepG2 CAGA-GFP viability, ATP luminescence, 18 h. Potency, µM (titrated, usually from 46.1 µM), without a hit: at the top dose activity change, negative = cytotoxicity, hits mostly cytotoxic. 410,000 compounds, 0.76% hits; also: potency is read from the fitted curve at half-maximal effect; some results filed as inactive show a strong effect at the top dose
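CellTiter-Glo luminescence gave cytotoxicity after 18 hours at 37 degrees C. The cells were HepG2 CAGA-GFP in 1% FBS DMEM, stimulated with 500 pg/mL TGF-beta after compound addition. %Activity was normalised to no-cell wells (complete cell-killing) and DMSO (no toxicity), and curves were fitted and classified.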
ATXN2 expr inh – ATXN2 expression inhibition; HEK-293 ATXN2-luciferase reporter, luminescence, 24 h; Potency, µM (doses to about 57 µM), without a hit: top-dose activity change, negative = inhibition, usual class: inhibitors; 360,000 compounds, 0.72% hits; AID 1745845; also: potency is read from the fitted curve at half-maximal effect; % is scaled to controls: 0 for no effect and ±100 for the full control effect; nearly all actives have a fitted effect of over 55% in size
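ATXN2-luciferase reporter cells (luciferase flanked by upstream and downstream ATXN2 gene portions) were treated 24 h at 37 °C with compounds at up to 57 uM. SteadyGlo luminescence gave expression; GF-AFC fluorescence gave viability.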
Nrf2 block – blocks Nrf2 signaling; A549 ARE-Fluc reporter, luciferase luminescence, 18-24 h; Potency, µM (titrated, usually from 46 µM), for the others: top-dose activity change, negative = inhibition, hits mostly inhibitors; 360,000 compounds, 2.1% hits; AID 504444; also: potency is read from the fitted curve at half-maximal effect; % is scaled to controls: 0 for no effect and ±100 for the full control effect; nearly all actives have a fitted effect of over 60% in size
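In this cell-based qHTS, ARE-driven firefly luciferase in A549 cells reports Nrf2 activity; the luminescent signal after BugLite lysis is the measured value, with a prior CellTiter-Fluor read for cell health.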
ATXN viability – cell viability loss in ATXN counter-screen | S2 cells (HEK-293 line with an ATXN2-luciferase reporter) viability, CellTiter-Fluor protease fluorescence, 24 h | Potency, µM (titrated, usually from 56.7 µM), most hits filed as cytotoxic | 400,000 compounds, 0.49% hits | AID 651635; also: potency is read from the fitted curve at half-maximal effect; nearly all actives have a fitted effect of over 40% in size
IL-2 act – activators of IL-2. 360,000 compounds, 0.065% hits. activation, % (series mostly up to about 46 µM). AID 652025. IL-2 activation reporter assay, cell-based qHTS; stimulated with anti-CD3/CD4/CD28 beads; in transgenic mouse T cells; in the data active = activation above about 50%; inconclusive = mostly about 30% to 49%; also: 0% is about no effect
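Readout is EGFP and DsRed signal by fluorescent plate cytometry after 18 h at 37 degrees C. Transgenic mouse T cells (750/well) received compound for 60 min before bead stimulation (anti-CD3, anti-CD4, anti-CD28); memory T cells served as non-tolerant control.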
* hit, by the source's call; i = inactive; ? = inconclusive; . = not tested or not shown; & = joins results of further samples; [ ] = another dose, or the depositor's remark. Unless noted, calls follow the shape of the dose curve; as a rule, active = well fitted curve in the direction sought with a large enough effect; inconclusive = small, poorly fitted or top-dose-only effect, or another doubt; inactive = no such curve, though single readings can be large; an effect the other way counts as inactive or inconclusive.

SMILES	EPAC2 agonist	TGFb inhibitor	A549 viability	Nrf2 ARE act	HepG2 viability	ATXN2 expr inh	Nrf2 block	ATXN viability	IL-2 act
COc1ccc(O)c(C(=O)CC(=O)c2cccnc2)c1	-6%	5%	12%	3.7%	18%	-16%	?	i	-0.6
O=C(NCC(c1cccs1)N1CCOCC1)c1cc(-c2ccccn2)nc2ccccc12 (stereo not given)	10%	-9%	7%	-0.2%	-5%	5%	-8%	i	-1.0
Cc1ccnc(NC(=O)CN(C)S(=O)(=O)c2cccc3nsnc23)c1	-9%	-11%	0%	0.0%	4%	2%	-4%	i	4.2
C=CCn1c2ccccc2c2nnc(SCCN3CCCCC3)nc21	5%	1%	2%	0.0%	-16%	.	0%	?	1.1
CCOC(=O)N1CCC2(CC1)OC(=O)C(C)=C2C(=O)NCc1cccc(OC)c1	.	0%	16%	-0.3%	-23%	.	?	.	.
COc1ccc(/C=C/C(=O)NCCCc2ccccc2)cc1OC	-13%	15%	10%	-0.6%	2%	-3%	-4%	i	-2.2
O=C1NC[C@H](CCCCN2CCN(CCC3CCCCC3)C(=O)C2=O)N(CCc2ccccc2)C1=O	-1%	.	.	-0.9%	.	12%	.	i	1.7
CNC(=O)CN1C(=O)COc2ccc(S(=O)(=O)N3CCCCCC3)cc21	1%	16%&2%	-2%&0%	-0.1%&-0.6%	2%&-8%	10%&-4%	38%&-4%	i	-3.8
C/C(=N\NC(=O)CNc1cccc(Cl)c1C)c1cccs1	2%	8%	0%	0.5%	-2%	-23%	-8%	i	0.6
COc1ccc(C(C)=O)c(OC(=O)c2ccco2)c1	-4%	7%	1%	0.2%	-2%	6%	6%	i	-0.4
CN1CCN(c2ccc(CNS(=O)(=O)Cc3cccc(C(F)(F)F)c3)cc2)CC1	1%	?	-11%	4.3%	-54%	.	?	i	-1.0
CC1CCCCN1C(=S)Nc1ccc2nc3n(c(=O)c2c1)CCCCC3 (stereo not given)	-5%	0%	1%	0.1%	-25%	0%	-21%	?	0.8
Cn1c(=O)c2c([nH]c(=S)n2CCCc2ccccc2)n(C)c1=O	7%	-3%	2%	-0.8%	1%	2%	8%	i	-3.1
O=S(=O)(NCCc1ccccc1)c1ccc(-n2cnnn2)cc1	13%	7%	1%	0.0%	4%	21%	-5%	i	6.4
CCc1cc(C(=O)N2CCCC(C(=O)c3ccc(Oc4ccccc4)cc3)C2)n(C)n1 (stereo not given)	3%	?	-2%	-0.5%	-23%	-30%	?	i	-0.2
O=C(NCCC(=O)N1CCNC1=O)OCc1ccccc1	0%	0%	-6%	-0.3%	0%	8%	-6%	i	-0.6
CCOc1ccc(OCc2ccc(C(=O)Nc3cc(OC)c(OC)c(OC)c3)o2)cc1	.	-1%	2%	5.6%	-1%	9%	?	?	.
C=C1CCN([C@@H](CC(C)C)C(=O)NCCCc2ccccc2)S(=O)(=O)c2ccccc21	5%	-23%	0%	3.0%	-9%	5%	1%	i	-2.7
Cc1nn(-c2ccccc2)c2nc(-c3cccs3)cc(C(=O)NN)c12	2%	10µM*	1%	-0.4%	-29%	?	14%	i	1.0
NC(=O)CC(NC(=O)Cc1ccc(Cl)cc1)c1ccc(NCCCN2CCCC2=O)c([N+](=O)[O-])c1 (stereo not given)	5%	21%	-2%	-0.7%	2%	1%	7%	i	0.3
O=C(COC(=O)c1cc(S(=O)(=O)N2CCOCC2)ccc1Cl)NCCc1ccccc1	6%	5%	1%	-0.9%	1%	3%	-8%	i	0.1
Cc1ccc2c(c1)C1(C=CC(=O)C=C1)CC(=O)N2C	.	-18%	-6%	.	-3%	.	-5%	.	.
Cc1cc(OCC(=O)NCC(c2ccc(F)cc2)N2CCOCC2)ccc1Cl (stereo not given)	-8%	-24%	-1%	2.4%	-13%	.	8%	i	0.5
COc1ccc(-c2cnn(-c3ccccc3)c2N)cc1OC	6%	3%	-7%	-0.4%	-3%	4%	-9%	i	-3.9
CCOC(=O)C1=C(C)NC(=O)NC1c1ccc(Br)o1 (stereo not given)	1%	21%	-1%	0.4%	31%	-19%	5%	i	-3.0

Further records follow.
SMILES	EPAC2 agonist	TGFb inhibitor	A549 viability	Nrf2 ARE act	HepG2 viability	ATXN2 expr inh	Nrf2 block	ATXN viability	IL-2 act
COc1ccc(CCNC(=O)COC(=O)c2ccc(C)s2)cc1OC	2%	-18%	1%	-0.1%	2%	5%	1%	i	0.1
CCCCCn1c(=S)[nH]c2cc(C(=O)N3CCN(C(=O)OCC)CC3)ccc2c1=O	-9%	4%	-3%	-0.7%	0%	-4%	-3%	i	0.0
Cc1cc(NC(=O)CSc2ncnc3sc(C)c(C)c23)no1	0%	11%	-19%	0.1%	13%	-9%	0%	i	2.1
O=C(NCCC1=CCCCC1)C1CCC(CNc2nc(=S)[nH]c3ccccc23)CC1 (stereo not given)	24%	?	-1%	-0.2%	-16%	?	?	.	3.7
Cc1ccc(C)c(Cn2nnc(C(=O)NCc3ccccc3)c2N)c1	.	0%	-11%	-1.2%	1%	-2%	-5%	i	.
C#CCOCCOCCOCCNc1nc(N2CCN(C(=O)[C@H](CCC(=O)O)n3cc([C@@H](N)CCCCN)nn3)CC2)nc(N2CCN(C(=O)[C@H](CCC(=O)O)n3cc([C@@H](N)CCCCN)nn3)CC2)n1	10%	-20%	5%	0.4%	-9%	4%	-4%	i	0.4
CC(C)=C1SC(N2CCCCC2)=NC1=O	25%	5%	-4%	0.2%	-35%	21%	?	i	3.0
Cc1cccc(C(=O)NCCCNC(=O)c2ccc(C)nc2)c1	7%	-14%	3%	-0.7%	8%	-7%	1%	i	0.6
CCOC(=O)C1CCN(C2=NC(=O)/C(=C/c3ccccc3OC)S2)CC1	4%	-25%	1%	2.4%	-28%	-7%	-6%	i	-0.5
COc1ccc(N(CC(=O)NCCC2=CCCCC2)S(C)(=O)=O)cc1	-1%	2%	0%	-0.6%	-36%	-3%	.	i	-3.5
O=C(Cc1ccccc1)NCCc1cnc[nH]1	14%	3%	1%	-0.6%	0%	3%	13%	i	1.7
CCOc1ncccc1C(=O)Nc1ccc(S(=O)(=O)NC2=NCCCCC2)cc1	3%	9%	-9%	-0.2%	4%	13%	?	i	-3.6
COc1ccc(CN2CCN(C3CCC3)CC2CCO)c(C)c1C (stereo not given)	-1%	20%	0%	0.4%	8%	-13%	-3%	?	1.5
Cc1cc(Br)ccc1NC(=O)CN1C(=O)C2C3CC(c4ccccc4)C(C3)C2C1=O (stereo not given)	-3%	-14%	16%	0.2%	-9%	?	0%	i	-0.1
COc1ccc(CN(CC2CCCO2)S(=O)(=O)c2ccc(C(=O)O)cc2)cc1OC (stereo not given)	4%	-2%	-8%	-0.6%	-2%	7%	17%	i	-0.9
O=C(Nc1ccccc1C(=O)N1CCOCC1)c1ccco1	14%	9%	11%	-0.3%	-1%	9%	.	i	-0.2
CCOc1ccc2nc(SC(CC)C(=O)Nc3cc(C)on3)sc2c1 (stereo not given)	4%	-17%	0%	5.3%	-47%	5%	-19%	i	-0.7
Cn1c(C(=O)NCCOc2ccccc2Cl)cc(=O)n(C)c1=O	2%	-30%	0%	-0.5%	2%	-1%	-11%	i	-2.0
COc1ccc(N(C(=O)c2cccnc2)S(=O)(=O)c2ccc3c4c(cccc24)C(=O)N3C)cc1	4%	-3%	-3%	-0.5%	-2%	-12%	-21%	?	0.4
COc1ccc(OC)c2sc(NC(=O)c3ccc(S(=O)(=O)N4CCCC4)cc3)nc12	.	1%	-1%	-0.6%	-24%	6%	.	i	.
Cc1cccc(NC(=O)COC(=O)C2C3CC4OC(=O)C2C4C3)c1C (stereo not given)	12%	-3%	2%	0.1%	-30%	2%	1%	i	0.5
CN1CCC(=NNC(=O)c2ccco2)CC1	10%	19%	0%	3.5%	1%	11%	25%	?	-0.9
CCCOC(=O)c1cccc(Nc2nc(-c3cccnc3)nc3ccccc23)c1	0%	18µM*	-5%	-2.6%	16µM*	?	?	.	0.5
O=c1c2ccccc2[nH]c(=S)n1-c1cccc(S(=O)(=O)N2CCCC2)c1	-1%	-19%	6%	2.5%	12%	30%[11.3 µM]	-24%	i	-3.2
CC(OC(=O)CSCC(=O)Nc1ccc(Cl)cc1)C(=O)N(C)Cc1ccccc1 (stereo not given)	12%	-3%	-5%	0.5%	-2%	-16%	-9%	i	-4.4
O=C(NCc1cccnc1)c1nn(-c2ccc(F)cc2)nc1CO	.	-38%	3%	2.8%	-23%	.	25%	.	.
Fc1ccc(-c2nnc(-c3ccc4ccccc4c3)o2)cc1	8%	-4%	6%	25%	-2%	84%[activator]	?	i	-0.8
Cc1ccc2sc(=O)[nH]c2c1	7%	-16%	0%	-0.4%	-17%	-9%	-2%	i	-0.6

Complete entries as entered above:
COc1ccc(OC)c2sc(NC(=O)c3ccc(S(=O)(=O)N4CCCC4)cc3)nc12 across the screens: EPAC2 agonist = .; TGFb inhibitor = 1%; A549 viability = -1%; Nrf2 ARE act = -0.6%; HepG2 viability = -24%; ATXN2 expr inh = 6%; Nrf2 block = .; ATXN viability = i; IL-2 act = .
O=C(Cc1ccccc1)NCCc1cnc[nH]1 across the screens: EPAC2 agonist = 14%; TGFb inhibitor = 3%; A549 viability = 1%; Nrf2 ARE act = -0.6%; HepG2 viability = 0%; ATXN2 expr inh = 3%; Nrf2 block = 13%; ATXN viability = i; IL-2 act = 1.7
